D2 antag: HTS Assay for Allosteric Antagonists of the Human D2 Dopamine Receptor: Primary Screen for Antagonists | AID 485344, 2010 | 340,000 tested, 2% active | D(2) dopamine receptor (Homo sapiens), P14416 | HEK293 TREx D2 cells, calcium flux, dopamine EC80 | inhibition, % at 10 µM; in the data active = inhibition above about 30%; note: 0% is about no effect
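In this primary screen, negative modulation is detected by tracking calcium flux after an EC80 dopamine challenge in inducible HEK293 T-REx D2 cells preexposed to test compound for 180 s.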
TRHR PAM: qHTS for Small Molecule Agonists and Allosteric Enhancers of Human TRH Receptor: Primary Screen for Enhancers | Thyrotropin-releasing hormone receptor (Homo sapiens), P34981 | TRHR cells, fluo-8 calcium fluorescence, EC20 TRH enhancement | enhancement, % at 2 µM | 360,000 tested, 0.66% active | AID 493056, 2011; in the data active = enhancement above about 30%; note: 0% is about no effect
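TRHR-expressing cells loaded with fluo-8 calcium dye were read kinetically (ex 480/em 530) during compound addition, then stimulated with an EC20 of TRH (10 nM final). Enhancement of the Gq-mediated intracellular calcium response was scored.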
D1 antagonist: Antagonist of Human D 1 Dopamine Receptor: qHTS | D(1A) dopamine receptor (Homo sapiens), P21728 | HEK293 TREx D1 cells, calcium flux, dopamine EC80; stronger effect = lower value | activity change, negative = inhibition, % at 10 µM | 360,000 tested, 3.2% active | AID 504652, 2011; in the data active = activity change below about -30%; note: % is set by controls: 0 for no effect and ±100 for the full control effect
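Kinetic fluorescence of a calcium dye serves as the read-out. D1-expressing Hek293 Trex cells, induced overnight at 30 C, are exposed to compound for 180 s before an EC80 dopamine addition, then read 180 s further.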
D2 ag: HTS Assay for Allosteric Agonists of the Human D2 Dopamine Receptor: Primary Screen for Agonists. D(2) dopamine receptor (Homo sapiens), P14416. HEK293 T-REx D2 cells, calcium flux agonist mode. activation, % at 2 µM. 340,000 tested, 0.53% active. AID 485358, 2010;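 active = activation over 3 SD above normal in the single-dose calcium agonist read, cut at about 30% in these data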; note: 0% is about no effect
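Agonism is scored from calcium flux in a force-coupled, inducible HEK293 cell line expressing D2, read kinetically for 180 s after compound addition against dopamine controls.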
RXFP1 antag: qHTS Assay for Antagonists of the Relaxin Receptor RXFP1. HEK293-RXFP1, relaxin-stimulated cAMP HTRF, 30 min; stronger effect = lower value. activity change, negative = inhibition, % at 57.5 µM. 350,000 tested, 0.59% active;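 active = activity change of -60% or lower, but not beyond a set lower limit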; note: % is set by controls: 0 for no effect and ±100 for the full control effect
Target sequence (Q9HBX9 whole entry, looked up): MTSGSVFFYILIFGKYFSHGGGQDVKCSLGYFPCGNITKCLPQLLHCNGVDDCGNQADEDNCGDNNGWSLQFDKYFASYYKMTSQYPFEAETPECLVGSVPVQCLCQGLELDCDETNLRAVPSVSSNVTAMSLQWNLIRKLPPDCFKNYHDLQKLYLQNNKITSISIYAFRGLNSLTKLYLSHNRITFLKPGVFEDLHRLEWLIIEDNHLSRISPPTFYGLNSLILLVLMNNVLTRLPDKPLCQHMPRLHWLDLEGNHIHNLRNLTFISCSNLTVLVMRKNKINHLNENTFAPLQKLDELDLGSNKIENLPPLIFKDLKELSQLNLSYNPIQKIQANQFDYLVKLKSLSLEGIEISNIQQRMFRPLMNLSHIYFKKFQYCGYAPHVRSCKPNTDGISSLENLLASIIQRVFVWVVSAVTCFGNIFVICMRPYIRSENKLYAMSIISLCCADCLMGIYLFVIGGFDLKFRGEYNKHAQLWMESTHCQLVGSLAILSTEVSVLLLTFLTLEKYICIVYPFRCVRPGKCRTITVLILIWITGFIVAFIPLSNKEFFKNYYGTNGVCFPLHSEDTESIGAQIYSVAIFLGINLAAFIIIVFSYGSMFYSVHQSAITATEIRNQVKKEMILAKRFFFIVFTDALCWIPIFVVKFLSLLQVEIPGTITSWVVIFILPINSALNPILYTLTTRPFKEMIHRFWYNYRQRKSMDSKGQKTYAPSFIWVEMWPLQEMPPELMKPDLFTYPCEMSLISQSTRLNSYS
D1 agonist: Allosteric Agonists of the Human D1 Dopamine Receptor: qHTS; D(1A) dopamine receptor (Homo sapiens), P21728; HEK293 T-REx D1 cells, calcium flux, agonist mode; activation, % at 2 µM; 360,000 tested, 1% active; note: 0% is about no effect
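Inducible HEK293 T-REx D1 cells, force-coupled to calcium signalling, were plated at 4000 cells/well with tetracycline and held overnight at 30 C. After no-wash calcium dye loading, compound-evoked calcium rise over 180 s flagged agonists.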
D2 PAM: HTS Assay for Positive Allosteric Modulators of the Human D2 Dopamine Receptor: Primary Screen for Potentiators | 340,000 tested, 0.34% active | AID 485347, 2010 | D(2) dopamine receptor (Homo sapiens), P14416 | HEK293 T-REx D2, calcium flux, EC20 dopamine potentiation | potentiation, % at 10 µM;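 active = potentiation over 3 SD above the plate norm, cut at about 30% in these data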; note: 0% is about no effect
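Using a no-wash calcium dye in inducible, force-coupled HEK293 Trex cells expressing D2, we tracked fluorescence each second for 180 s after compound, then for 180 s after EC20 dopamine to detect augmented signalling.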
TRHR ag: qHTS for Small Molecule Agonists and Allosteric Enhancers of Human TRH Receptor: Primary Screen for Agonists | Thyrotropin-releasing hormone receptor (Homo sapiens), P34981 | TRHR cells, calcium flux fluo-8, FDSS agonist mode | activation, % at 2 µM | 360,000 tested, 0.18% active; note: 0% is about no effect
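TRHR-expressing cells loaded with fluo-8 calcium dye; 23 nL library compound pin-transferred, kinetic FDSS fluorescence (Ex 480/Em 530) recorded about 180 s for agonist-induced calcium release, before a 10 nM TRH EC20 addition for potentiator mode.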
D1 PAM: Potentiators of Human D1 Dopamine Receptor: qHTS. 360,000 tested, 0.036% active. potentiation, % at 10 µM. HEK293 TREx D1 cells, calcium flux, dopamine EC20 potentiation. D(1A) dopamine receptor (Homo sapiens), P21728. AID 504651, 2011; in the data active = potentiation above about 30%; note: 0% is about no effect
An asterisk follows results filed as active; nt = not tested or not shown. Cut-off read from the data, not from the text of the source, unless noted: active = activation above about 30%; inactive = the rest.

SMILES	D2 antag	TRHR PAM	D1 antagonist	D2 ag	RXFP1 antag	D1 agonist	D2 PAM	TRHR ag	D1 PAM
CCOC(=O)N1CCC(NC(=O)Cn2cc3c(n2)CCCC3)CC1	-7.3	13.0	26.5	-1.3	-0.3	2.3	-4.3	0.0	-5.8
COCCn1c(CNC(=O)c2ccccc2C)nc2cccnc21	nt	-3.2	3.6	-0.2	-1.8	0.8	3.5	0.1	-4.4
COc1ccccc1NC(=O)OC(C)c1ccc(Cl)cc1 (configuration not stated)	5.4	1.6	5.2	0.2	1.0	2.3	-2.2	0.6	-5.5
CCc1ccc(NC(=O)Cc2ccc(-n3cccc3)cc2)cc1	6.7	15.4	13.2	-0.4	-3.6	1.3	4.7	-0.2	-1.8
CC[C@H]1c2[nH]c3ccccc3c2C[C@H]2C(=O)N(c3ccc(F)cc3)C(=O)N21	2.2	0.1	-5.8	1.6	nt	5.8	7.2	1.0	7.2
c1ccc(NCc2nc(-c3ccccc3)no2)cc1	2.9	-1.6	11.6	-1.7	-0.4	4.7	0.8	0.3	1.1
O=C(CN1C(=O)c2ccccc2C1=O)Oc1ccc(Cl)cc1	2.5	-9.5	-4.3	0.5	2.6	1.1	4.5	0.4	-3.6
Cc1cc(SCc2ccc([N+](=O)[O-])cc2)nc(=O)[nH]1	-15.5	18.8	11.8	0.6	-11.5	0.5	-1.1	0.5	-4.7
COc1ccc(-c2cn(-c3ccc(C)cc3C)c(=O)[nH]2)cc1OC	-12.6	-0.9	-3.8	1.6	-10.4	2.9	-0.5	0.2	-3.9
Cc1ccc(C(=O)c2ccc(C)cc2)cc1	-12.0	-8.3	0.5	1.4	2.2	2.2	10.6	-0.4	-4.2
O=C(CSc1nc(NS(=O)(=O)c2ccccc2)cc(=O)[nH]1)Nc1ccccc1C(F)(F)F	0.3	12.0	-11.7	0.4	-11.2	-0.4	-3.4	0.2	-4.4
Cc1ccccc1C(=O)O/N=C(\N)c1cccc([N+](=O)[O-])c1	-16.1	5.0	-9.3	1.1	-16.0	2.2	11.4	0.6	-4.1

Exported with values under each structure: part of the list above
Results follow in this order: D2 antag | TRHR PAM | D1 antagonist | D2 ag | RXFP1 antag | D1 agonist | D2 PAM | TRHR ag | D1 PAM
> O=C(CN1C(=O)c2ccccc2C1=O)Oc1ccc(Cl)cc1
    2.5 | -9.5 | -4.3 | 0.5 | 2.6 | 1.1 | 4.5 | 0.4 | -3.6
> Cc1cc(SCc2ccc([N+](=O)[O-])cc2)nc(=O)[nH]1
    -15.5 | 18.8 | 11.8 | 0.6 | -11.5 | 0.5 | -1.1 | 0.5 | -4.7
> COc1ccc(-c2cn(-c3ccc(C)cc3C)c(=O)[nH]2)cc1OC
    -12.6 | -0.9 | -3.8 | 1.6 | -10.4 | 2.9 | -0.5 | 0.2 | -3.9
> Cc1ccc(C(=O)c2ccc(C)cc2)cc1
    -12.0 | -8.3 | 0.5 | 1.4 | 2.2 | 2.2 | 10.6 | -0.4 | -4.2

Two entries picked at random from those above:
SMILES	D2 antag	TRHR PAM	D1 antagonist	D2 ag	RXFP1 antag	D1 agonist	D2 PAM	TRHR ag	D1 PAM
Cc1cc(SCc2ccc([N+](=O)[O-])cc2)nc(=O)[nH]1	-15.5	18.8	11.8	0.6	-11.5	0.5	-1.1	0.5	-4.7
CCc1ccc(NC(=O)Cc2ccc(-n3cccc3)cc2)cc1	6.7	15.4	13.2	-0.4	-3.6	1.3	4.7	-0.2	-1.8

Going on with the list.
SMILES	D2 antag	TRHR PAM	D1 antagonist	D2 ag	RXFP1 antag	D1 agonist	D2 PAM	TRHR ag	D1 PAM
Cc1cc(NC(=O)COC(=O)COc2ccc(C(=O)c3ccccc3)cc2)no1	-31.7	-2.5	-0.5	-0.7	-3.9	3.8	5.6	-1.2	-3.4
COC(=O)c1ccc(NC(=O)C2CCN(c3ncnc4c3nc3n4CCCCC3)CC2)cc1	nt	-1.2	-0.1	nt	-0.3	0.1	-10.0	-0.6	-0.4
CCCN1C(=O)COc2ccc(C(=O)c3ccccc3C(=O)O)cc21	nt	-0.4	12.9	nt	0.9	1.5	-1.5	0.2	0.4
CN1CCN(C(=S)Nc2ccc(Oc3ccccc3)cc2)CC1	-6.7	1.3	-3.8	-0.2	-13.0	9.3	1.1	0.5	-1.4
O=C(NCCS(=O)(=O)NCc1ccc(Cl)cc1)c1ccccc1	-26.2	7.3	10.3	-0.4	11.4	0.0	7.9	-0.2	4.4
O=C(CSc1ccc2c(c1)OCCO2)Nc1cccnc1	-8.2	0.2	-28.0	1.4	7.7	9.6	3.6	0.2	-9.3
CC(C(=O)NCCS(=O)(=O)c1ccc(Br)cc1)S(=O)(=O)c1ccc(Cl)cc1 (configuration not stated)	-1.6	9.7	-5.6	0.0	-1.3	4.1	15.2	-1.5	-7.6
O=C(Nc1ccccc1C(=O)N1CCOCC1)C1COc2ccccc2O1 (configuration not stated)	8.9	0.4	-14.0	-0.3	-8.6	2.2	-7.2	1.1	-8.5
CCC(=O)N1CCc2cc(CNC(=O)Nc3cc(Cl)ccc3C(=O)OC)ccc21	nt	0.8	24.5	0.8	-7.5	0.7	1.6	0.4	-2.3
O=C(NCc1ccncc1)c1cc2ccccc2nc1Cl	-1.8	-3.7	-6.2	0.3	2.1	-2.2	2.4	1.2	-1.1
Cc1ccc(NC(=O)CNC2CCS(=O)(=O)C2)cc1C (configuration not stated)	7.8	1.6	-22.8	-0.3	-6.3	4.4	9.8	-1.0	0.8
CCOc1ccc(CCNC(=O)C2CCCN(c3nnc(-n4cccc4)s3)C2)cc1OCC (configuration not stated)	nt	9.1	2.6	nt	1.3	4.6	5.6	0.5	-1.1
COc1ccc2cc3c(N)nn(C(=O)C4CCC(C(C)(C)C)CC4)c3nc2c1 (configuration not stated)	23.6	3.0	19.0	-1.5	nt	-2.7	-3.7	-0.7	4.4
O=C(CSc1nc2ccccc2c(=O)n1CC1CCCO1)Nc1ccc(F)cc1 (configuration not stated)	10.3	-8.1	-11.5	4.9	-5.7	-0.2	nt	-0.7	1.5
CC(C)c1ccc(NC(=O)C(c2ccc3c(c2)OCO3)N2CCCCC2)cc1 (configuration not stated)	1.2	-4.3	22.5	-0.6	nt	4.9	2.1	0.6	4.0
Cc1cccc(NC(=O)C2NC(=O)CC2c2ccccc2)c1C (configuration not stated)	4.5	2.3	5.1	-0.7	2.0	7.3	4.4	-1.1	nt
CC(=O)N1CCOc2ccc(S(=O)(=O)N3CCC(C(=O)Nc4ccc(F)cc4)CC3)cc21	4.2	-1.8	3.1	0.0	-15.4	0.4	-2.5	0.5	2.2
COc1ccc(CN2CCCCCC2)cc1	-10.2	1.1	34.1	-0.4	-12.6	4.4	-3.6	0.5	1.8
O=C(NCCN1CCN(C(=O)c2c(F)cccc2F)CC1)C(=O)Nc1ccc(Cl)cc1	2.6	1.9	-11.3	-0.3	-2.0	0.1	-8.4	-0.2	-8.0
COc1ccc(NC(=O)CN(C)S(=O)(=O)c2cnc[nH]2)cc1OC	-13.9	2.0	6.2	0.9	-8.9	2.4	12.7	-0.1	7.2
CC(=O)c1cccc(NC(=O)C2CCCC2)c1	7.4	-1.6	8.1	0.0	2.0	0.8	-1.5	-0.1	7.2
CC(NC(=O)C1CC1)c1ccc(-c2ccccc2)cc1 (configuration not stated)	0.2	3.7	-2.5	-0.7	8.5	11.8	1.5	-2.5	-3.9
CCCc1nc(N2CCOCC2)c(C#N)c2c1CCCC2	13.2	-0.5	2.7	0.8	-21.0	-0.7	4.8	-0.4	7.4
CCOC(=O)c1cnc2c(N=Nc3cccc(Cl)c3)c(N)nn2c1N	0.6	-0.5	-10.0	0.0	nt	1.4	6.6	-0.1	12.7
CCOc1ccc(CCNC(=O)c2cc3sccc3n2C)cc1OCC	27.2	3.7	1.1	0.9	-5.9	2.3	nt	-1.5	-3.5
CC1(NC(=O)CCc2nc3ccccc3c(=O)[nH]2)CCS(=O)(=O)C1 (configuration not stated)	-5.5	-2.4	12.6	1.1	3.2	1.7	-11.4	0.5	-2.6
Cc1nc(C2CCC3C4CCC5=CC(=O)CC[C@]5(C)C4CC[C@]23C)cs1 (some centres not stated)	11.1	5.7	-20.3	-0.6	nt	9.3	-4.9	-1.9	-0.2
CCOP(=O)(OCC)C(NC(=O)Nc1c(C)cc(C)cc1C)c1ccccc1 (configuration not stated)	-6.1	-1.2	6.0	-0.3	7.4	4.4	-0.3	-0.2	-1.8
Clc1ccc(CN2CCC(CNc3ncnc4onc(-c5ccc(Cl)cc5)c34)CC2)cc1	nt	2.1	12.1	0.8	nt	1.7	-21.5	0.7	-0.8
CCc1nn(CC(=O)NCCN2CCN(C)CC2)c(=O)c2cc3occc3n12	10.1	2.9	-13.9	-0.3	-6.3	3.1	3.0	-0.8	2.8
CC(O)c1cccc(NC(=O)CC(c2ccccc2)c2ccccc2)c1 (configuration not stated)	-2.1	0.1	-10.9	0.2	-0.4	3.3	-6.1	0.2	-4.7
CC(C)C(C(=O)NC1CCCC1)N(CC1CCCO1)C(=O)CNS(=O)(=O)c1ccc(F)cc1 (configuration not stated)	-1.7	2.3	-3.6	-0.4	9.6	1.0	-4.1	-0.4	-1.4
C[C@H](CO)NC(=O)[C@H](C)[C@H]1C[C@]1(C)[C@H](NC(=O)OCc1ccccc1)c1ccccc1	-29.2	-0.3	4.7	0.7	nt	-1.8	4.4	0.2	-3.3
Cc1cccc(N2C(=O)CN(Cc3cccs3)C2=S)c1	13.3	-4.3	-9.2	-0.4	-10.3	-0.9	-4.4	-1.0	-7.0
O=C1CSC(c2ccccn2)N1Cc1cn2ccccc2n1 (configuration not stated)	3.8	0.7	18.5	-0.2	-2.9	0.0	18.7	-1.3	12.3
O=C(/C=C/c1ccco1)NC1=NCCS1	-5.5	9.5	1.5	0.9	-7.6	-0.9	-0.9	0.1	-0.4
C/C(=N\NC(=O)c1c(Cl)c(C)nn1C)c1cccc(NC(=O)COc2ccccc2)c1	-9.5	-8.3	-29.9	0.1	3.1	-0.5	0.4	0.3	-13.0
O=C(Nc1ccc2c(c1)OCCO2)NC1(C(F)(F)F)Oc2ccccc2O1	-13.8	8.3	-4.7	-1.0	nt	1.3	3.9	0.5	nt
O=C(NCC1CCCO1)C1CCN(S(=O)(=O)c2cccc3cccnc23)CC1 (configuration not stated)	-16.1	6.8	-13.7	1.5	nt	2.6	10.9	-0.3	-3.8
Cc1ccc(C)c(S(=O)(=O)N2CCN(C(=O)Nc3ccccc3)CC2)c1	-11.4	0.9	-15.0	0.2	3.4	4.1	18.1	-0.5	-6.8
Cc1ccc(NC(=O)Cn2nc(N3CCN(c4ccccc4)CC3)ccc2=O)cc1F	nt	-6.2	28.9	0.0	-11.9	1.4	-3.0	-0.4	0.1
